GLP1R ag = GLP-1 receptor (human) agonism. P43220. HEK293 GLP-1R CRE-luciferase, luminescence, 4-6 h; cells express a hypersensitive GLP-1R form. Potency, µM (top dose mostly 45.6 µM), for the others: top-dose activation, hits mostly activators. hit rate 0.007% among 380,000. AID 624172; further: % of control where 0% means no effect
Target sequence (P43220 whole entry, looked up): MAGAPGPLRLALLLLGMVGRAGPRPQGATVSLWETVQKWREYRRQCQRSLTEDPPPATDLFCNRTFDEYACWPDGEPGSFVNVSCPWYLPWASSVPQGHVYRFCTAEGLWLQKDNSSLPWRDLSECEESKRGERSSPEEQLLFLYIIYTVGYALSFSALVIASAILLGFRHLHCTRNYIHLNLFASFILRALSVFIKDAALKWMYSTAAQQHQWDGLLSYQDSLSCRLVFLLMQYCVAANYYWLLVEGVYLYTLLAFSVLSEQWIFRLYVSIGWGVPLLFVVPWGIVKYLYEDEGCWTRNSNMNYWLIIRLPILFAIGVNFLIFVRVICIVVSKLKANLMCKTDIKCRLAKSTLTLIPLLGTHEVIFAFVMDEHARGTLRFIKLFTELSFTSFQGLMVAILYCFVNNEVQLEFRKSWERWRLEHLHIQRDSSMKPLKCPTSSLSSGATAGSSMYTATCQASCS
GLP1R cytotox = cytotoxic in the GLP-1 receptor inverse agonist counter-screen; HEK293 cAMP-luciferase reporter cells, luminescence, 24 h; Potency, µM (highest dose often 38.3 µM), inactives show top-dose activity change, negative = inhibition, hits mostly inhibitors; hit rate 0.13% among 410,000; AID 624418;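 further: loss of luciferase light is scored as toxicity; on the % scale 0 is the no-effect control and ±100 the full control effect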
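Step one: seed cells (200 cells/uL, DMEM with 10% Nu serum, 1% pen-strep). Step two: 12-hour incubation at 37 deg C. Step three: pin 23 nL compound, incubate 24 hr. Step four: add luciferase reagent, read luminescence 12 min later.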
HT1080NT lethal = kills 2HG-producing HT-1080-NT fibrosarcoma cells. hit rate 1.6% among 360,000. Potency, µM (highest dose often 46.1 µM), for inactives: top-dose activity, negative = less viability, hits mostly cytotoxic. HT-1080-NT fibrosarcoma viability, CellTiter-Glo ATP luminescence, 48 h;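 further: NT is the 2HG producing partner of a matched IDH1 knockdown line; 0% = DMSO-treated cells and -100% = media-only wells without cells; nearly all actives have a fitted effect of over 55% in size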
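A 48-hour cytotoxicity screen used HT-1080-NT cells plated 2 hours before compound delivery. ATP-based CellTiter-Glo luminescence measured viability, normalized to DMSO and no-cell controls.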
SW480 rerep = inducers of DNA re-replication in SW480 colon cancer cells. SW480 DNA re-replication, Hoechst DNA content imaging, 48 h. Potency, µM (titrated, usually from 46.1 µM), for inactives: at the top dose re-replication activation, usual class: activators. hit rate 1.8% among 340,000; further: % of control where 0% means no effect; nearly all actives have a fitted effect of over 55% in size
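Image-based DNA-content assay: after two days of treatment, nuclei were labelled with the DNA dye Hoechst and imaged, and hits were compounds raising the count of nuclei showing high fluorescence intensity.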
KB-V1 cytotox = KB-V1 MDR subline cytotoxicity; KB-V1 MDR cells viability, CellTiter-Glo, 72 h; hit rate 3.4% among 400,000; Potency, µM (top dose mostly 46.1 µM), without a hit: at the highest dose activity change, negative = cytotoxicity, actives largely listed as cytotoxic; further: on the % scale 0 is the no-effect control and ±100 the full control effect; nearly all actives have a fitted effect of over 60% in size
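KB-V1 MDR subline cells in DMEM (phenol-red free, 10% FBS) exposed to compounds in qHTS concentration series for 72 h at 37 degrees C. Viability read by CellTiter-Glo luminescence; concentration-effect curves fitted after normalization and correction.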
GLP1R inv ag = GLP-1 receptor (human) inverse agonism. HEK293 GLP-1R CRE-luciferase, luminescence, 24 h; GLP-1R form is constitutively active. AID 624417. P43220. Potency, µM (series often up to 38.3 µM), inactives show top-dose activity change, negative = inhibition, hits mostly inhibitors. hit rate 1.6% among 410,000; further: on the % scale 0 is the no-effect control and ±100 the full control effect; nearly all actives have a fitted effect of over 55% in size
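Cells are plated, allowed 12 hours at 37 deg C, then treated with compounds for 24 hr before luciferase detection reagent is added and luminescence is read after 12 min at room temperature. The HEK293 line carries constitutively active GLP-1R with a cAMP-responsive reporter.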
TDP-43 yeast inh = TDP-43 toxicity inhibition in yeast; Potency, µM (top dose mostly 46.1 µM), for inactives: at the top dose growth rescue (activation), actives largely listed as activators; TDP-43 expressing yeast growth rescue, BacTiter-Glo, 24 h; hit rate 1.8% among 410,000; further: % of control where 0% means no effect; nearly all actives have a fitted effect of over 50% in size
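Yeast expressing TDP-43 (pregrown in raffinose, seeded at OD600=0.02 in galactose medium) exposed to compounds 24 hr at 30 deg C. Growth read by BacTiter-Glo luminescence; rescue of toxicity appears as increased signal.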
KB-3-1 tox = KB-3-1 parental cell cytotoxicity. hit rate 1.4% among 400,000. AID 1347075. Potency, µM (doses to about 46.1 µM), for inactives: top-dose activity change, negative = cytotoxic, usual class: cytotoxic. KB-3-1 viability, CellTiter-Glo ATP luminescence, 72 h; further: on the % scale 0 is the no-effect control and ±100 the full control effect; nearly all actives have a fitted effect of over 60% in size
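Parental KB-3-1 adenocarcinoma cells in phenol-red-free DMEM with 10% FBS were pin-treated with compounds at several concentrations, incubated 72 h at 37 °C, and viability read by CellTiter-Glo luminescence; concentration-effect curves were fitted after normalization.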
HT1080 IDH1KD tx = kills HT-1080 cells with IDH1 knockdown; hit rate 2% among 360,000; HT-1080 IDH1 knockdown viability, ATP luminescence, 48 h; Potency, µM (titrated, usually from 46.1 µM), for the others: at the top dose activity, negative = toxicity, most hits filed as cytotoxic;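 further: 0% = DMSO wells and -100% = cell-free medium wells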
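After a 2 h attachment period, IDH1KD HT-1080 cells took pin-transferred compound for 48 h at 37 °C; ATP-based luminescence after 10 min room-temperature reagent incubation reported viability.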
* hit, by the source's call; u = inconclusive; x = not tested or not shown; & = joins results of further samples; [ ] = another dose, or the depositor's remark. The call rests on the fitted dose curve; in most records, active means well fitted curve in the direction sought with a large enough effect; inconclusive means small, poorly fitted or top-dose-only effect, or another doubt; inactive means no such curve, though single readings can be large; an effect the other way counts as inactive or inconclusive. Potency means the concentration at half of the fitted maximal effect.

SMILES | GLP1R ag | GLP1R cytotox | HT1080NT lethal | SW480 rerep | KB-V1 cytotox | GLP1R inv ag | TDP-43 yeast inh | KB-3-1 tox | HT1080 IDH1KD tx
S=C(Nc1ccc(CN2CCCCC2)cc1)Nc1cccc(Cl)c1Cl | -14% | u | -2% | 10% | x | u | -6% | x | -18%
O=C(c1cccc(Cl)c1)N1CCN(C(=O)c2ccccc2F)CC1 | -1% | -7% | 25% | -9% | -5% | -19% | 24% | 2% | 16%
Cc1ccccc1Cc1c(C)nc2nc(SCC(=O)NCCc3ccc(Cl)cc3)nn2c1C | x | 4% | x | x | 1% | 4% | 32µM* | 1% | x
O=C(CCC1CCCC1)N[C@@H](Cc1ccc(O)cc1)C(=O)O | -4% | 12% | 8% | -15% | -5% | 8% | 7% | u | 11%
COc1ccc(F)cc1C(=O)C1CCCN(Cc2ccc(Sc3nncn3C)o2)C1 (stereo not drawn) | -6% | 2% | 3% | -7% | -14% | 9% | 11% | -4% | 9%
CCc1c(O)nc(SCC(=O)N2CCCCC2)n(-c2ccccc2C)c1=O | -11% | 6% | 5% | -10% | 3% | 10% | -12% | 8% | 13%
CCOc1cc(C=O)ccc1OCCn1c([N+](=O)[O-])cnc1C | 8% | -2% | -22% | 15% | -18% | 5% | 13% | -1% | u
CC(C)(C)OC(=O)NCCCCCNC(=O)c1[nH]cnc1C(=O)Nc1ccon1 | 13% | 1% | 0% | -1% | 0% | 47%[activator] | 1% | 4% | 2%
C=CCNC(=O)CN(c1ccc(F)cc1)S(=O)(=O)c1ccc(OC)cc1 | -6% | -12% | -6% | 0% | 2% | -16% | 17% | 17% | 8%
COc1cc(C(C(=O)NC(C)(C)C)N(C(=O)CNC(=O)c2cccs2)c2ccc(C(C)C)cc2)cc(OC)c1OC (stereo not drawn) | -2% | 13% | -10% | 29% | -24% | u | -6% | 11% | 3%
O=C(COC(=O)CC1c2ccccc2CCN1S(=O)(=O)c1ccc(F)cc1)Nc1ccccc1 (stereo not drawn) | 13% | -19% | -3% | -3% | -8% | u | -14% | -2% | -2%
CC(C)Cn1c(SCC(=O)NCCCN2CCCC2=O)nc2ccccc21 | 7% | 13% | -4% | -2% | -13% | 2% | -7% | 0% | 1%
COc1ccc(O)c(CN2CCC(n3nccc3NC(=O)CCOc3ccccc3)CC2)c1 | 2% | -3% | -2% | u | u | -39% | 13% | u | -17%
CC(=C1C(=O)c2ccccc2C1=O)N1CCN(CCN=CC2=C(O)CC(C)(C)CC2=O)CC1 | -8% | -16% | 3% | -4% | 0% | -2% | -14% | 6% | 4%
COC(=O)C1=C(C)N(c2ccc(C)c(C)c2)/C(=C/c2ccc(O)cc2)C1=O | -6% | -13% | -6% | 13% | 12% | u | -9% | 1% | 0%
O=C(c1ccccc1)N1CCN(c2ncnc3c2cnn3-c2ccccc2)CC1 | -7% | -1% | -11% | -1% | -19% | 17% | 4% | 0% | -7%
COc1ccc(N(C)C(=O)c2cc3c(s2)-c2c(C)cccc2OC3)c(OC)c1 | 11% | 2%&8% | -9% | u | -6%&9% | u | 4% | -27%&-31% | -21%
COc1ccc(-c2nnc(CSc3nc4ccccc4c(=O)n3C)o2)cc1OC | 1% | 4% | 2% | -2% | 3.7µM* | 0% | -11% | -23% | -12%
Cc1ccccc1NC(=O)Cc1nnc(SCC(=O)N2CCOCC2)n1C | -4% | 0% | 7% | -3% | x | 14% | 15% | x | 11%
CC(NC(=O)CCC(=O)NC(C)c1ccccc1)c1ccccc1 (stereo not drawn) | 5% | -10% | -22% | u | -4% | 6% | -9% | 1% | -2%
O=C(c1ccc([N+](=O)[O-])cc1)N1CCN(c2ncccn2)CC1 | 5% | -4% | 15% | -1% | -19% | 5% | 7% | 19% | 3%
CC(C)c1ccc(/C=N\NC(=O)c2ccc(Cn3cccn3)o2)cc1 | -6% | -1% | -2% | -695%[inhibitor] | -22% | -36% | 24% | 11% | -11%
CCCCN(C)CCNC(=O)C1CCCN(S(=O)(=O)c2ccc3c(c2)oc(=O)n3C)C1 (stereo not drawn) | 1% | 6% | x | x | 20% | 6% | 7% | 0% | x
CN(Cc1ccccc1)C(=O)c1ncn(Cc2ccccc2)c1C(=O)N(C)Cc1ccccc1 | 10% | 1% | 0% | 2% | -36% | u | 18% | -16% | -1%
CCOC(=O)c1cc(-c2ccccc2)nc2ccc(C)cc12 | 15%&34% | -2% | 11% | 4%&-2% | u | u | 22% | 0% | -3%
SMILES | GLP1R ag | GLP1R cytotox | HT1080NT lethal | SW480 rerep | KB-V1 cytotox | GLP1R inv ag | TDP-43 yeast inh | KB-3-1 tox | HT1080 IDH1KD tx
O=C1CC(c2ccccc2)CC(O)=C1C=NCc1ccc(Cl)c(Cl)c1 (stereo not drawn) | 1% | -7% | 7% | -3% | 21% | -1% | -21% | -5% | 11%
CCOC(=O)[C@]12CCCC=C1N(CCC1=CCCCC1)C(=O)[C@H](CC(=O)NCC1CCCCC1)C2 | x | -18% | u | x | 15µM* | u | 22µM* | 16µM* | 23µM*
CC1CCCCN1C(=O)CCC(=O)Nc1nnc(C(F)(F)F)s1 (stereo not drawn) | -3% | -2% | -1% | u | -10% | 4% | 22% | 2% | 0%
Cc1ccc(-c2nnc(C)c(N3CCCC3)n2)cc1 | 4% | -1% | 5% | -28% | -13% | 12% | -24% | 2% | 9%
COc1cc(C)c(NC(=S)Nc2ccc(C)c(Cl)c2)cc1OC | 9% | -7% | 20% | 0% | -3% | -15% | -24% | 0% | 11%
O=C(O)c1cccc2c1C(=O)c1ccc(-c3ccc(F)cc3OCc3ccccc3)cc1S2(=O)=O | 4% | 15% | -4% | -2%[9.22 µM] | 8% | 49%[activator] | 21% | 3% | -4%
Cc1nn(-c2ccccc2)c(C)c1NC(=O)CCl | -23% | -32% | -1% | 9% | u | 51%[activator] | u | 15µM* | -23%
CCOc1ccc(CNC(=O)C2CC(=O)N(C3CCCC3)C2)cc1OC (stereo not drawn) | -2% | 5% | -2% | 2% | 17% | 37%[activator] | -5% | -6% | 0%
CCOC(=O)c1ccccc1NC(=O)c1nn(-c2ccc(C)cc2)c(=O)n(C)c1=O | x | 0% | x | x | -10% | 1% | 8%[9.22 µM] | 6% | x
CN(Cc1ccccc1)C(=O)C1CCN(S(=O)(=O)c2ccc(-n3cnnn3)cc2)CC1 | 7% | -17% | -3% | -3% | -13% | -6% | 0% | 1% | 0%
N#CC(C(=O)NCCc1ccccc1)c1nc2ccccc2nc1N1CCOCC1 (stereo not drawn) | 17% | 6% | 19% | -4% | u | 0% | -3% | -4% | 11%
O=C(CN1C(=O)NC2(CCCC2)C1=O)N1CCN(S(=O)(=O)c2ccccc2)CC1 | -1% | -2% | 9% | -4% | 5% | -23% | -24%[0.397 µM] | -4% | 14%
O=C(CCc1ccccc1)NNC(=O)Cc1ccccc1 | 9% | -9% | -10% | -11% | -1% | -23% | -24% | 3% | 17%
Cc1ccc(-c2n[nH]c3c2C(c2cccc(O)c2)N(c2ccc(C(=O)O)cc2)C3=O)cc1 (stereo not drawn) | -2%&1% | -10%&6% | 29% | -11% | 8%&-16% | 2%&6% | 11%&17% | 6%&1% | 0%
O=C(COC(=O)c1ccc(Br)c(S(=O)(=O)N2CCOCC2)c1)NCCc1ccccc1 | -8% | 18% | -1% | 0% | -20% | u | 0% | 1% | -4%
CN1CCN(CC(=O)NC23CC4CC(CC(C4)C2)C3)CC1 | 6% | -8% | 4% | -8% | 9% | 9% | -17% | 4% | 8%
CCc1cccc(NC(=O)C2CCN(C(=O)c3cnn(-c4ccccc4)c3-n3cccc3)CC2)c1 | x | -19% | x | x | u | u | 2% | u | x
Cc1cc(=O)n(CC(=O)Nc2cc(Cl)ccc2C)c(C(C)C)n1 | 12% | -5% | 0% | -9% | u | -8% | 9% | -4% | 2%
Cn1c(CNC(=O)CCNC(=O)c2cccc(F)c2)cc(=O)n(C)c1=O | -6% | 2% | -7% | -23% | -14% | 6% | -8% | -2% | 0%

Structural class, those above with fluorine (7)
SMILES | GLP1R ag | GLP1R cytotox | HT1080NT lethal | SW480 rerep | KB-V1 cytotox | GLP1R inv ag | TDP-43 yeast inh | KB-3-1 tox | HT1080 IDH1KD tx
O=C(c1cccc(Cl)c1)N1CCN(C(=O)c2ccccc2F)CC1 | -1% | -7% | 25% | -9% | -5% | -19% | 24% | 2% | 16%
COc1ccc(F)cc1C(=O)C1CCCN(Cc2ccc(Sc3nncn3C)o2)C1 (stereo not drawn) | -6% | 2% | 3% | -7% | -14% | 9% | 11% | -4% | 9%
C=CCNC(=O)CN(c1ccc(F)cc1)S(=O)(=O)c1ccc(OC)cc1 | -6% | -12% | -6% | 0% | 2% | -16% | 17% | 17% | 8%
O=C(COC(=O)CC1c2ccccc2CCN1S(=O)(=O)c1ccc(F)cc1)Nc1ccccc1 (stereo not drawn) | 13% | -19% | -3% | -3% | -8% | u | -14% | -2% | -2%
CC1CCCCN1C(=O)CCC(=O)Nc1nnc(C(F)(F)F)s1 (stereo not drawn) | -3% | -2% | -1% | u | -10% | 4% | 22% | 2% | 0%
O=C(O)c1cccc2c1C(=O)c1ccc(-c3ccc(F)cc3OCc3ccccc3)cc1S2(=O)=O | 4% | 15% | -4% | -2%[9.22 µM] | 8% | 49%[activator] | 21% | 3% | -4%
Cn1c(CNC(=O)CCNC(=O)c2cccc(F)c2)cc(=O)n(C)c1=O | -6% | 2% | -7% | -23% | -14% | 6% | -8% | -2% | 0%
